# All columns: NCI-60 one-dose screen, growth in % after 48 h at 10 µM unless noted; 100 = growth as untreated, 0 = no growth, -100 = all killed.
# HCT-15: HCT-15 colon cancer | 5.2% of 82,000 active
# NCI-H226: NCI-H226 lung cancer. 3.5% of 79,000 active. AID 1794732
# NCI/ADR-RES: NCI/ADR-RES ovarian cells; 4.4% of 81,000 active; AID 1794790
# COLO 205: COLO 205 colon cancer; 7.3% of 79,000 active; AID 1794742
# NCI-H522: NCI-H522 lung cancer | 8% of 78,000 active
# HCT-116: HCT-116 colon cancer. AID 1794798. 7.3% of 82,000 active
# NCI-H322M: NCI-H322M lung cancer. 2.7% of 80,000 active
# NCI-H23: NCI-H23 lung cancer | 4% of 80,000 active | AID 1794731
# NCI-H460: NCI-H460 lung cancer; 6.8% of 82,000 active; AID 1794736
# Starred values were filed as active, the others as inactive; . = no result given; & = joins results of further samples. How the source made its calls: active means growth percent below 10; inactive means the rest.
1: O=[N+]([O-])c1cc(S(=O)(=O)O)cc2cc(S(=O)(=O)O)cc(S(=O)(=O)O)c12
2: CCOC(=O)c1cc(Cl)cc(C(=O)OCC)n1
3: CN(C)c1ccccc1CCO
4: COc1ccc(-c2cn(C/C=C3\C=CN(S(=O)(=O)c4ccccc4)CC3)nn2)cc1
5: Cc1cc2nc3c4ccccc4n(CCN(C)C)c3nc2cc1C
6: CC(C)/C=N\O
7: O=C(CSC(=S)n1cnc2ccccc21)NC(=O)c1ccccc1
8: c1ccc(-c2oc3ncn4nc(-c5ccncc5)nc4c3c2-c2ccccc2)cc1
9: Cc1ccc(C)c(Oc2c(/C=N/NC(=O)Cn3c(=O)sc4ccccc43)c(C)nn2-c2ccccc2)c1
10: CCOC(=O)c1nn(CC(O)c2ccccc2)c(NC(=O)Nc2cccc(F)c2)c1C (stereo not given)

assay / entry,1,2,3,4,5,6,7,8,9,10
HCT-15,106,100,103,96&103,-3.1*,116,110,84,62,98
NCI-H226,101,99,95,93&93,11,101,104,88,81,85
NCI/ADR-RES,97,110,97,95&98,6.5*,110,109,97,56,106
COLO 205,95,104,97,127&129,-30*,125,109,109,79,106
NCI-H522,88,.,82,89&94,-19*,104,93,76,60,85
HCT-116,99,107,98,92&98,7.2*,96,101,84,53,96
NCI-H322M,111,102,121,98&101,0.1*,109,107,112,75,99
NCI-H23,97,108,102,99&99,9.0*,109,106,90,76,108
NCI-H460,113,108,114,99&100,-33*,109,112,99,62,96

11: CC1(c2ccc(Br)cc2)NC(=O)NC1=O (stereo not given)
12: N#Cc1cnn2c1ncc1ccccc12
13: CCc1cc2c(cc1C(C)=O)C(C)CCC2(C)CC (stereo not given)
14: COC1OC2=NN=C(C)C2C2(C(=O)Nc3ccccc32)C1OC (stereo not given)
15: CCCC(=O)C(CCN(C)C)c1ccccn1 (stereo not given)
16: COc1ccc(C(=O)/C=C/c2cc(-c3cc(OC)c(OC)c(OC)c3)n[nH]2)cc1F
17: COc1c(/C=N\NC(=S)SCc2ccccc2)c(O)cc2oc(C)cc(=O)c12
18: NC(=S)N=Nc1c(O)c2ccccc2c2ccccc12
19: Cc1coc(NS(=O)(=O)c2ccc(N=Nc3c(N)nc(N)nc3N)cc2)c1C
20: O=C(CN1CCN(c2ncnc3c2cnn3-c2ccccc2)CC1)Nc1ccccc1

assay / entry,11,12,13,14,15,16,17,18,19,20
HCT-15,106,103,113,114,100,101,36,23,106,57
NCI-H226,110,92,93,91,118,108,56,94,97,64
NCI/ADR-RES,103,98,97,105,102,112,53,27,101,63
COLO 205,113,111,115,117,113,113,87,92,108,96
NCI-H522,102,89,80,98,78,98,66,45,84,58
HCT-116,100,110,94,115,109,101,44,32,110,55
NCI-H322M,103,110,99,109,109,113,69,82,93,82
NCI-H23,105,100,92,.,102,115,85,6.6*,99,51
NCI-H460,104,103,112,102,111,100,34,52,104,76

21: C=CCn1c(SCC(=O)c2ccc(Br)cc2)nnc1-c1c[nH]c2ccccc12
22: Cc1cc(Nc2nc(-c3ccncc3)nc3ccccc23)n[nH]1
23: CC(C)(C)c1ccc(C2=NN(c3ccc(S(C)(=O)=O)cc3)C(=O)CC2)cc1
24: N#Cc1c(NC(=O)NCc2ccccc2)sc2c1CCCCC2
25: Nn1c(Cc2ccccc2)nnc1Cc1ccccc1
26: O=c1cc(-c2ccccc2)nc2cc(-c3ccco3)[nH]n12
27: CCOC(=O)CS
28: COc1ccc(-c2cs/c(=N\N=C\c3cccc(C)c3)n2-c2ccccc2)cc1
29: O=C(Cn1nncc1CN1C(=O)CSC1=O)Nc1ccc(F)cc1F
30: O=C(/C=C/c1c(-c2ccccc2)[nH]c2ccccc12)S(=O)(=O)c1ccccc1

assay / entry,21,22,23,24,25,26,27,28,29,30
HCT-15,99,44,86,15,98,68,109,70,100,38
NCI-H226,90,79,81,22,103,102,99,88,104,69
NCI/ADR-RES,99,86,83,17,123,99,109,93,105,16
COLO 205,108,32,81,2.2*,99,96,106,101,102,81
NCI-H522,96,59,88,12,103,72,101,86,98,.
HCT-116,93,39,101,8.9*,94,90,103,64,104,46
NCI-H322M,99,76,98,45,112,96,110,97,103,93
NCI-H23,.,80,83,38,113,96,105,99,102,73
NCI-H460,106,66,97,0.4*,109,104,104,101,102,44

31: Cc1ccc2c(c1)CC(O)CC1C(=O)N(CCO)CC(=O)N21 (stereo not given)
32: COc1ccc(C(=O)Nc2cccc(C3CC(=O)c4c(cc(OC)c(OC)c4OC)O3)c2)cc1 (stereo not given)
33: COc1cc(CNC(=O)CCCC/C=C/C(C)C)ccc1OCc1cn(-c2ccc(Cl)cc2)nn1
34: CCCc1cc2c(cc1Br)OCO2
35: CC1SC(=S)N(c2ccc(Cl)cc2)C1=O (stereo not given)
36: Cc1cc[n+](CC(=O)c2ccc(-c3ccccc3)cc2)cc1
37: CC(C)=CCNc1ncnc2c1ncn2C1OC(COP(=O)(O)O)C(O)C1O (stereo not given)
38: CCOC(=O)c1noc2c1CCc1c-2cn(Cc2ccccc2)c1-c1ccccc1
39: C=CCOC(=O)CC(=O)c1ccccc1
40: Cc1ccc(NCC(=O)Nc2ccc(-c3nc4ccccc4s3)cc2)cc1

assay / entry,31,32,33,34,35,36,37,38,39,40
HCT-15,106,13,92,101,84&96,100,32,34,96,87
NCI-H226,96,25,70,106,97&93,106,46,99,104,94
NCI/ADR-RES,104,8.7*,78,99,103&103,107,39,101,104,98
COLO 205,110,-5.0*,109,109,107&124,85,63,112,103,103
NCI-H522,82,-37*,66,88,90,91,9.5*,50,87,88
HCT-116,96,11,64,85,93&100,98,19,36,101,94
NCI-H322M,105,38,92,108,90&89,102,41,94,111,95
NCI-H23,99,35,79,96,92&104,94,58,69,99,84
NCI-H460,109,4.4*,80,106,108&100,106,80,78,112,102

# In the list so far, 3 contain fluorine.
10: CCOC(=O)c1nn(CC(O)c2ccccc2)c(NC(=O)Nc2cccc(F)c2)c1C (stereo not given)
16: COc1ccc(C(=O)/C=C/c2cc(-c3cc(OC)c(OC)c(OC)c3)n[nH]2)cc1F
29: O=C(Cn1nncc1CN1C(=O)CSC1=O)Nc1ccc(F)cc1F

assay / entry,10,16,29
HCT-15,98,101,100
NCI-H226,85,108,104
NCI/ADR-RES,106,112,105
COLO 205,106,113,102
NCI-H522,85,98,98
HCT-116,96,101,104
NCI-H322M,99,113,103
NCI-H23,108,115,102
NCI-H460,96,100,102

# Going on with the list:
41: CCOC(=O)C(=Cc1ccc(C#N)cc1)C(=O)OCC
42: C=CCOC(=O)C1=C(C)NC2=C(C(=O)CCC2)C1c1cc(OC)ccc1OC (stereo not given)
43: CCc1ccc(/C(C#N)=C/C=C/c2ccccc2)cc1
44: c1ccc(C2(c3ccccc3)CCCO2)cc1
45: CCC(/C=C\C(C)C1CCC2C3CC=C4CC(OC(C)=O)CCC4(C)C3CCC12C)C(C)C (stereo not given)
46: O=C(Nc1ccccc1)Nc1ccc(OCC(=O)c2ccc(Cl)cc2)cc1
47: Cc1cc(=O)oc2cc(OCc3cn(CCNc4nc(-c5ccc(Br)cc5)cn5ccnc45)nn3)ccc12
48: O=c1c2cnn(-c3ccccc3)c2nc2n1NC(CCl)=NN2
49: Cn1c(SCC(=O)c2ccco2)nc2ccccc2c1=O
50: Brc1cc2ccccc2s1

assay / entry,41,42,43,44,45,46,47,48,49,50
HCT-15,-21*,108,39,87,101,82,71,106,85,101
NCI-H226,-36*,95,67,104,100,106,85,104,80,105
NCI/ADR-RES,20,99,8.6*,113,103,107,56,107,105,100
COLO 205,4.7*,109,-15*,103,108,105,84,125,118,105
NCI-H522,-25*,83,-39*,95,106,70,59,100,101,89
HCT-116,-13*,87,34,107,92,94,49,108,102,105
NCI-H322M,73,103,33,109,97,95,93,109,92,98
NCI-H23,56,87,33,107,103,93,68,108,97,102
NCI-H460,82,102,14,102,106,104,88,117,101,.

# Of the compounds above, these contain bromine:
11: CC1(c2ccc(Br)cc2)NC(=O)NC1=O (stereo not given)
21: C=CCn1c(SCC(=O)c2ccc(Br)cc2)nnc1-c1c[nH]c2ccccc12
34: CCCc1cc2c(cc1Br)OCO2
47: Cc1cc(=O)oc2cc(OCc3cn(CCNc4nc(-c5ccc(Br)cc5)cn5ccnc45)nn3)ccc12
50: Brc1cc2ccccc2s1

assay / entry,11,21,34,47,50
HCT-15,106,99,101,71,101
NCI-H226,110,90,106,85,105
NCI/ADR-RES,103,99,99,56,100
COLO 205,113,108,109,84,105
NCI-H522,102,96,88,59,89
HCT-116,100,93,85,49,105
NCI-H322M,103,99,108,93,98
NCI-H23,105,.,96,68,102
NCI-H460,104,106,106,88,.

# Complete entries, looked up by structure.
# Listed for Cn1c(SCC(=O)c2ccco2)nc2ccccc2c1=O : HCT-15 = 85; NCI-H226 = 80; NCI/ADR-RES = 105; COLO 205 = 118; NCI-H522 = 101; HCT-116 = 102; NCI-H322M = 92; NCI-H23 = 97; NCI-H460 = 101
# Listed for O=C(Nc1ccccc1)Nc1ccc(OCC(=O)c2ccc(Cl)cc2)cc1 : HCT-15 = 82; NCI-H226 = 106; NCI/ADR-RES = 107; COLO 205 = 105; NCI-H522 = 70; HCT-116 = 94; NCI-H322M = 95; NCI-H23 = 93; NCI-H460 = 104
# Listed for c1ccc(C2(c3ccccc3)CCCO2)cc1 : HCT-15 = 87; NCI-H226 = 104; NCI/ADR-RES = 113; COLO 205 = 103; NCI-H522 = 95; HCT-116 = 107; NCI-H322M = 109; NCI-H23 = 107; NCI-H460 = 102

# (listing goes on)
51: O=Cc1ncc(-c2ccc(C(F)(F)F)cc2)c(NCCCC(F)(F)C(F)(F)C(F)(F)C(F)(F)C(F)(F)C(F)(F)C(F)(F)C(F)(F)F)n1
52: O=CN(Cc1ccccc1)Cc1ccccc1
53: CCN1CCN(Cc2ccc(C(=O)Nc3cccc(-c4cn(-c5ccc6oc(=O)ccc6c5)nn4)c3)cc2C(F)(F)F)CC1
54: CC(=O)OCC(=O)COC(C)=O
55: CCOC(=O)CC(C(=O)OCC)P(c1ccccc1)c1ccccc1 (stereo not given)
56: Cc1ccc2nc(C(F)(F)F)cc(NN)c2c1
57: c1ccc2c(-c3nc(-c4c[nH]c5ncccc45)cs3)c[nH]c2c1
58: COc1cccc2[nH]cc(C(=O)C(=O)Nc3cc(C)on3)c12
59: Cc1ccc(S(=O)(=O)Nc2ccc(-c3cc(-c4cccc(F)c4)c(C#N)c(N)n3)cc2)cc1
60: COc1nccnc1NS(=O)(=O)c1ccc(N)cc1

assay / entry,51,52,53,54,55,56,57,58,59,60
HCT-15,105,114,-100*,99,97,99,85,97,-23*,104
NCI-H226,102,92,-82*,103,93,88,98,81,37,108
NCI/ADR-RES,103,110,-100*,106,112,108,107,100,41,113
COLO 205,98,106,48,116,104,109,66,111,24,124
NCI-H522,98,99,-100*,99,95,89,85,97,-71*,92
HCT-116,93,104,-100*,100,102,115,95,105,-73*,110
NCI-H322M,82,98,-100*,104,130,102,91,99,72,92
NCI-H23,101,104,-100*,107,105,97,97,93,55,107
NCI-H460,97,104,-100*,106,101,107,115,108,93,108

61: CN1CCN(CCNc2nccc(-c3c(-c4ccc(F)c(O)c4)nc4sccn34)n2)S1(=O)=O
62: CCCCN(C)c1nc2c(c(C#N)c1C#N)CCCCC2
63: CC1=C(C(=O)/C=C/c2ccc([N+](=O)[O-])cc2)C(c2ccccc2)NC(=S)N1 (stereo not given)
64: CC(C)c1c[nH]c(=O)[nH]c1=O
65: CCC(c1ccccc1)c1nn2c(-c3cccs3)nnc2s1 (stereo not given)
66: O=[N+]([O-])c1cc(Cl)c(Cl)c(Cl)c1Cl
67: N=c1c2cc(-c3ccccc3)oc2ncn1NC(=O)c1ccccc1
68: O=C(Nc1ccc(-n2ccc3c(NC(=O)c4ccccc4)nccc32)cc1)Nc1cccc(C(F)(F)F)c1
69: O=S(=O)(O)c1nc(-c2ccccc2)c(-c2ccccc2)[nH]1
70: CCCc1nc2nc3c(c(C)nn3-c3ccccc3)c(-c3ccc(Cl)cc3)c2c(=O)[nH]1
71: COC(=O)[C@]1(C)N[C@H](c2cn(-c3ccccc3)nc2-c2ccccc2)[C@@H]2C(=O)N(c3ccccc3)C(=O)[C@@H]21
72: CSc1ccc2c(c1)N(C(=O)/C(C#N)=C/c1ccc3c(c1)OCO3)c1ccccc1S2

assay / entry,61,62,63,64,65,66,67,68,69,70,71,72
HCT-15,54,91,107,101,95,106&114,95,20,97,106,99,90
NCI-H226,51,89,101,103,87,102&116,97,45,101,97,127,101
NCI/ADR-RES,70,81,103,114,109,101&107,103,66,97,102,91,101
COLO 205,55,104,130,132,100,98&120,113,65,101,104,111,108
NCI-H522,50,92,93,100,112,102,95,46,103,76,87,97
HCT-116,50,81,98,114,98,106&102,86,4.3*,98,103,90,100
NCI-H322M,87,85,100,92,99,112&108,98,63,97,.,105,98
NCI-H23,76,88,95,108,106,100&114,97,39,93,.,89,95
NCI-H460,70,94,102,107,100,92&113,108,34,99,103,104,111
